# Compound activity (PubChem)
# PAX8 reporter = inhibitors of PAX8-driven TPO luciferase reporter, primary screen, RMG-I cells, single concentration. AID 652154, 2013. SteadyGlo, 24 h. inhibition, % at 12.6 µM. hit rate 1.2% among 360,000;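 active = mean replicate inhibition at least 60% with every replicate also reaching 60%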;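 also: luciferase light reporting Pax8 driven TPO promoter activity; plate controls were median of neutral control wells for no effect and mitoxantrone controls for full effect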
# EWS-Fli block = EWS/Fli-driven NR0B1 reporter inhibitors, primary screen, A673 cells, NR0B1 luciferase, luminescence, MLPCN library; viability-normalised; inhibition, % at 12.6 µM; hit rate 0.67% among 350,000; AID 651661, 2012;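 active = mean inhibition of at least 50% after viability correction, with every replicate also passing that limit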;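 also: firefly luciferase signal divided by Alamar Blue viability fluorescence both relative to DMSO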
# ERAP1 inh = human ERAP1 aminopeptidase inhibitors, primary screen, biochemical, single point, plate reader. hit rate 0.15% among 340,000. recombinant ERAP1, Leu-AMC fluorescence, 60 min. inhibition, % at 10.7 µM. AID 652197, 2013;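 active = mean replicate inhibition of at least 30%, or all replicates individually reaching that 30% level; inactive = mean below 30% and not every replicate reaching it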;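 also: 0% = neutral control wells and 100% = L-leucinethiol positive control wells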
# Target sequence (Q9NZ08 whole entry, looked up): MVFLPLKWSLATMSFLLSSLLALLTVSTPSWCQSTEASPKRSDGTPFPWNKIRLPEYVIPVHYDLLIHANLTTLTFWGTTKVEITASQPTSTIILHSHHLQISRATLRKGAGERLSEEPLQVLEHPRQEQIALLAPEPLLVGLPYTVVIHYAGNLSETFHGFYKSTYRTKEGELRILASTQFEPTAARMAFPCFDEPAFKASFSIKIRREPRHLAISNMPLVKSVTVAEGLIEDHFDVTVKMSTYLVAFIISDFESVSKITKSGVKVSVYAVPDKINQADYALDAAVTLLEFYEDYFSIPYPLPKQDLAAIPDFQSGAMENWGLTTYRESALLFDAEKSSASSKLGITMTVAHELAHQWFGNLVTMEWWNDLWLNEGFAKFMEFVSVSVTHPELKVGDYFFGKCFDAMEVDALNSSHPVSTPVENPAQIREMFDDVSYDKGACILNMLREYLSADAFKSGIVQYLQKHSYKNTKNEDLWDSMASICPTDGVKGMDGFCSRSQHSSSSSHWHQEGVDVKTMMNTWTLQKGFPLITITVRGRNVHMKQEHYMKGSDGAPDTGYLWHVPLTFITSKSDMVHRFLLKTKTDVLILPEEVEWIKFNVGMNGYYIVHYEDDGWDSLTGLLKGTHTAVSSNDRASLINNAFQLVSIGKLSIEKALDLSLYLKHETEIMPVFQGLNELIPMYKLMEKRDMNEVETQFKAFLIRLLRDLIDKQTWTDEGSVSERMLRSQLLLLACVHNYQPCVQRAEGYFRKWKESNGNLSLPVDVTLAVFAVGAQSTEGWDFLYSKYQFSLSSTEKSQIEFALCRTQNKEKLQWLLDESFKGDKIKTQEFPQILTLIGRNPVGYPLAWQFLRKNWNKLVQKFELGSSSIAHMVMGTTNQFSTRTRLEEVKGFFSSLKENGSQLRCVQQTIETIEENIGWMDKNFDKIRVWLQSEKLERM
# PglD DTNB = C. jejuni PglD acetyltransferase inhibitors, primary screen, biochemical, DTNB colorimetric, single point. UDP-N-acetylbacillosamine N-acetyltransferase PglD (Campylobacter jejuni). purified PglD enzyme, DTNB colorimetric CoA detection. inhibition, % at 12.5 µM. hit rate 0.098% among 360,000. AID 602405, 2012; in the data active = inhibition above about 16%, passing the limit was not always enough; also: strong numbers were not always called active
# S100A4 MyoIIA = inhibitors of S100A4-myosin IIA peptide binding, primary screen, biochemical, fluorescence polarization, TAMRA-MyoIIA peptide. AID 652163, 2013. inhibition, % at 10.7 µM. hit rate 0.14% among 360,000. Protein S100-A4 (Homo sapiens), P26447;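 active = mean inhibition of at least 70% across replicates, with every replicate also reaching that level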
# Target sequence (P26447 whole entry, looked up): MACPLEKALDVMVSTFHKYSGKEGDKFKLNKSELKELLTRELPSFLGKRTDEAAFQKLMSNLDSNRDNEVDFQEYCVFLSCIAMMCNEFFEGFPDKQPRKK
#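 Test system: S100A4 monomer protein. Medium: HEPES buffer with Ca2+, pH 7.2. Reagent: fluorescent myosin IIA peptide, 5 nM. Compound dosing: single-point compound testing. Timing: 5 min between mix addition and reading. Benchmarks: DMSO neutral and TFP positive wells.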
# FN deposit inh = inhibitors of fibronectin matrix deposition, primary screen, AH1F cells, Alexa488-fibronectin fluorescence, plate reader; AH1F fibroblasts, overnight; inhibition, % at 12.6 µM; hit rate 0.086% among 350,000;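 active = mean inhibition across replicates of 30% or more, regardless of how many single replicates reach that level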;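 also: positive control wells lacked labelled fibronectin entirely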
#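 Material: AH1F fibroblast monolayer depositing Alexa488-labelled fibronectin into matrix / Amount: 10000 AH1F cells per well / Signal: fluorescence 485/525 nm / Medium: DMEM, 2% serum / Compound: single dose, pinned / Incubation: 1 h cell adhesion before compound, then overnight fibronectin incubation / Reagent: Alexa488-FN, 24 nM final / Read-out: inhibition of fibronectin deposition signal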
# LGR2 antag = inhibitors of bursicon-induced LGR2 CRE-luciferase signal, primary screen, cell-based, HEK293, CRE-luciferase reporter, bursicon stimulation; bursicon-stimulated, 4 h; inhibition, % at 9.99 µM; hit rate 0.35% among 380,000; AID 720647, 2013;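 active = drop in luminescence signal, shown as inhibition above about 50% in the replicate tests, limit read from the data, passing the limit was not always enough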;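 also: agonist challenge used bursicon conditioned medium at about half maximal strength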
# PGC1a acetyl inh = inhibitors of PGC1a acetylation signal, primary screen, cell-based, U2OS, AlphaScreen, inhibitor mode. AlphaScreen anti-acetyl-lysine; with virally co-expressed GCN5 acetyltransferase. inhibition, % at 15.6 µM. hit rate 0.17% among 350,000;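 active = every replicate shows inhibition of at least 40%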;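 also: 0% = neutral control wells and 100% = positive control wells; some results beyond the cut were filed as inactive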
# Numbers without * were called inactive; . = not tested or not shown; & = joins results of further samples.
SMILES,PAX8 reporter,EWS-Fli block,ERAP1 inh,PglD DTNB,S100A4 MyoIIA,FN deposit inh,LGR2 antag,PGC1a acetyl inh
CCOC(=O)C1CCN(C(=O)c2ccc(Cl)c(NC3=NC4CS(=O)(=O)CC4S3)c2)CC1 (stereo unspecified),2,-4,1,4,-9,1,-1,-4
COc1ccc(Cc2noc(CN3CCNC(=O)CC3)n2)cc1OC,7,-1,3,1,0,-7,-2,.
COc1ccccc1N1CCN(C2CCN(S(=O)(=O)c3ccc(C)cc3)CC2)CC1,-9,3,-4,.,0,0,2,0
C[C@@H]1CCCCO[C@H](CN(C)C(=O)c2ccccc2)[C@@H](C)CN([C@H](C)CO)C(=O)c2cc(NS(=O)(=O)c3ccc(Cl)cc3)ccc2O1,-62,-10,-2,-1,54,-6,-2,7
CN(Cc1nccn1C)C(=O)c1ccc(OC2CCN(CCc3ccccc3)CC2)cc1,6,.,-2,2,3,0,5,.
CCN1C(=O)[C@H]2[C@@H](c3ccc(-c4ccc(F)cc4)c(OC)c3)N[C@@](CC(C)C)(C(=O)OC)[C@H]2C1=O,-13,12,-4,.,11,15,2,.
Cc1cc(/C=C(\C#N)C(=O)NCc2ccccc2)cc(C)c1O,-9,-2,-1,-1,5,6,-27,.
CC1=NN(C(=O)CCc2ccc3c(c2)OCO3)C(O)(C(F)(F)F)C1 (stereo unspecified),18,2,-1,.,5,0,2,-5
O=C(CSc1nnc(NC(=O)c2c(F)cccc2F)s1)NCC1CCCO1 (stereo unspecified),-12,-4,3,1,0,5,-11,.
O=C(Nc1cccc2ccccc12)c1ccc(OC(=S)N2CCOCC2)cc1,.,.,.,2,.,-7,13,-1
COc1ccccc1OCC(=O)NNC(=O)CCCC(=O)NNC(=O)COc1ccccc1OC,0,4,.,6,0,2,-2,-3
NN/C(=C\[N+](=O)[O-])Nc1ccccc1,-10,-17,3,.,-1,26,-26,.
CCCCCC(=O)N1CCN(c2ccc(C(C)=O)cc2F)CC1,-7,0,6,-1,-1,-2,-8,-23
COc1ccc(CN(C)C[C@@H]2Oc3ccc(NC(=O)CCN4CCOCC4)cc3CC(=O)N([C@@H](C)CO)C[C@H]2C)cc1,6,5,-1,4,16,.,-2,-2
CC(=O)OCC=C1CCC2C3CC(C)C4=CC(=O)CCC4(C)C3C(O)CC12C (stereo unspecified),-9,14,0,13,-20,8,.,-9
COc1cc(C)ccc1S(=O)(=O)NC(=O)C1(C)CCN1C(=O)Cc1ccc(C(C)(C)C)cc1 (stereo unspecified),2,-8,1,-3,-7,-10,39,-14
Cc1ccc(Cn2ccc(NC(=O)c3nn(C)cc3[N+](=O)[O-])n2)cc1,-7,-2,4,2,0,-9,9,-145
COC(=O)c1ccc(CN2CCCC(C(=O)c3cc(F)ccc3OC)C2)cc1 (stereo unspecified),23,15,0,-5,-3,2,7,0
COc1ccc(-c2ccc(CCC(=O)O)n2NC(=O)c2ccc(O)cc2)cc1,0,7,-5,2,-19,-4,-17,.
CN1CCN(S(=O)(=O)c2ccc(Cl)c3ccccc23)CC1,-4,-1,2,.,0,9,0,3
COc1cc(/C=N/NC(=O)c2ccc(NC(=O)C3CC3)cc2)ccc1OC(C)=O,-6,.,-5,-1,-3,.,-8,14
CCOc1ccc(NC(=O)CN(C)C(=O)CCCc2nc3ccccc3c(=O)[nH]2)cc1OCC,10,-2,4,-7,7,0,0,.
CCCC(=O)N(Cc1cc(=O)[nH]c2ccccc12)c1ccc(C)cc1,10,12,0,-3,-3,2,6,3
O=C(C[C@H]1C[C@H]2c3cc(NC(=O)Cc4ccncc4)ccc3O[C@H]2[C@H](CO)O1)NCCc1ccccc1,11,20,0,-3,7,-5,3,0
COc1ccc(CNC(=O)c2ccc3c(=O)n(CCCN4CCCC4=O)c(=S)[nH]c3c2)cc1,-4,0,-3,.,-1,-7,-21,-8
COc1ccc(-c2nc(NC(=O)c3[nH]c(C)c(C(C)=O)c3C)sc2C)cc1,-9,-5,2,.,-12,-8,22,-6
CCCCCC(=O)NNC(=O)c1ccc(-c2ccccc2)cc1,.,1,3,-2,6,.,-12,3
Cc1ccccc1NC(=O)c1ccccc1NC(=O)c1ccco1,15,.,.,0,.,-1,.,-2
O=c1[nH]c2ccc([N+](=O)[O-])cc2nc1/C=C(\O)c1ccccc1,4,-29,.,.,0,-2,-17,-2
COc1ccccc1-c1ccc2c(c1)C(C)(Cc1cccc(F)c1)C(=O)N2 (stereo unspecified),5,7,-4,0,-4,-14,-27,.
C=CC[N+]1(CC#Cc2ccccc2)CCCC1,7,-17,2,.,3,-4,-2,10
O=C(NCC1CCCCC1)c1cc(-c2cc(F)ccc2OCC2CCCO2)n[nH]1 (stereo unspecified),25,7,6,3,-3,2,2,-7
O=C(O)CCc1nc2cc(Cl)ccc2n(Cc2ccccc2)c1=O,12,-2,-3,.,4,11,-13,-1
Cc1cccc(NC(=O)NCc2cccnc2)c1C,-1,3,2,2,7,.,0,3
COC(=O)C(Cc1ccccc1)NC(=O)CNC(=O)c1ccc(Br)o1 (stereo unspecified),2,1,3,-9,-4,0,15,7
COc1cccc(S(=O)(=O)N2CCCCN3[C@@H](CO)[C@H](c4ccc(-c5ccccc5)cc4)[C@@H]3C2)c1,21,16,-1,-1,-1,.,14,-4

# Quoted from above for reference:
SMILES,PAX8 reporter,EWS-Fli block,ERAP1 inh,PglD DTNB,S100A4 MyoIIA,FN deposit inh,LGR2 antag,PGC1a acetyl inh
Cc1cccc(NC(=O)NCc2cccnc2)c1C,-1,3,2,2,7,.,0,3
COC(=O)C(Cc1ccccc1)NC(=O)CNC(=O)c1ccc(Br)o1 (stereo unspecified),2,1,3,-9,-4,0,15,7
COc1cccc(S(=O)(=O)N2CCCCN3[C@@H](CO)[C@H](c4ccc(-c5ccccc5)cc4)[C@@H]3C2)c1,21,16,-1,-1,-1,.,14,-4

# Other records follow:
SMILES,PAX8 reporter,EWS-Fli block,ERAP1 inh,PglD DTNB,S100A4 MyoIIA,FN deposit inh,LGR2 antag,PGC1a acetyl inh
COc1ccccc1NC(=O)N1C[C@@H](O)COC[C@H]2O[C@H](CC(=O)N3CCC(Cc4ccccc4)CC3)CC[C@@H]21,31,17,.,3,.,6,1,2
O=C(NCC(=O)N(c1ccc2c(c1)OCO2)C(C(=O)NC1CCCC1)c1ccncc1)c1ccco1 (stereo unspecified),8,.,.,-2,.,0,.,45
CC(C)CN1CCNC(=O)C1CC(=O)NCCc1cnn(-c2ccccc2)c1 (stereo unspecified),-3,4,-1,.,-3,-3,14,.
CCN(CC)c1ccc(C(=O)NNC(=O)CNC(=O)c2cccs2)cc1,-4,-7,-3,6,1,5,-5,8
O=C(NNS(=O)(=O)c1ccc(Cl)cc1)c1cccc(S(=O)(=O)N2CCOCC2)c1,-11,-24,-5,-5,-2,1,-6,1
COc1cc(OC)cc(C(=O)NCC(=O)N2CCCCC2)c1,-12,.,.,1,.,3,.,8
C[C@H](CO)N1C[C@H](C)[C@H](CN(C)C(=O)Nc2cccc3ccccc23)Oc2c(NC(=O)c3cnccn3)cccc2C1=O,15,7,4,-2,2,12,4,-7
O=C(Nc1ccc(Oc2ccccc2)cc1)c1ccc2sc([C@H]3C[C@H](O)[C@@H](CO)O3)nc2c1,22,-6,2,-4,2,-9,25,-3
Cc1ccc(NS(=O)(=O)c2ccc(C(=O)OCC(=O)Nc3cc(C)on3)cc2)cc1,-14,3,7,11,-3,-8,21,-2
CCC(C)(C)n1nnnc1C(c1ccc(C)cc1)N(Cc1ccco1)Cc1cccs1 (stereo unspecified),-4,.,.,6,.,-11,.,-28
COc1ccc(Cl)c2sc(N(CCN(C)C)C(=O)CCS(=O)(=O)c3ccc(C)cc3)nc12,5,9,-1,.,3,-4,0,.
Cc1ccc(N2CC(C(=O)N3CCC(C(=O)Nc4nncs4)CC3)CC2=O)cc1 (stereo unspecified),9,.,-3,1,-1,7,-6,.
C#CCOCCOCCOCCNc1nc(N2CCN(C(=O)[C@H](CCC(=O)O)n3cc([C@@H](N)CO)nn3)CC2)nc(N2CCN(C(=O)[C@H](CCC(=O)O)n3cc([C@@H](N)CCSC)nn3)CC2)n1,-9,-18,-2,-2,1,4,-12,10
Cc1ccc(N(CC(O)CN2CCCCC2)S(=O)(=O)c2ccccc2[N+](=O)[O-])cc1 (stereo unspecified),18,3,6,.,-1,-16,-8,.
O=C(COC(=O)CC1CC2CCC1C2)NCc1ccc(F)cc1 (stereo unspecified),1,-3,2,.,13,-2,0,7
O=C1CC(N2CCN(c3ccc(F)cc3)CC2)C(=O)N1c1ccc(F)cc1 (stereo unspecified),16,-4,-1,5,-5,-1,0,-8
CCOC(=O)NC(=O)c1cn(Nc2ccccc2)c(=O)[nH]c1=O,-8,-14,0,.,-3,2,3,.
O=NN(CC(=O)NNc1ccccc1)CC(=O)NNc1ccccc1,-4,-16,-3,1,7,-4,12,9
CCc1ccc(/C=C2/SC(=S)N(CCC(=O)Nc3cccc(C(=O)O)c3)C2=O)cc1,-13,.,4,5,40,.,-24,0
CCC(=O)Nc1ccc2c(c1)C(=O)N(C)[C@@H]1CC[C@@H](CC(=O)NCCCN(C)C)O[C@H]1CO2,-14,-6,1,0,-8,-3,-11,4
CN(C)C(=O)C1CCC(=O)N1Cc1cccs1 (stereo unspecified),13,-5,-2,.,6,-7,-3,-5
COc1ccc2[nH]c3c(c2c1)CCN1C(=O)C(CC(=O)NC(C)(C)C)C[C@H](C(=O)N(C(C)C)C(C)C)[C@@]31C (stereo partly specified),31,-6,-2,-3,-1,-7,-29,-14
COc1ccc(NC(=O)Nc2cccc3c2O[C@H](CN(C)S(=O)(=O)c2ccccc2)[C@@H](C)CN([C@H](C)CO)C3=O)cc1,-3&2,-6&5,-2&-5,4,0&2,6,-11&2,-10
Cc1ccccc1-c1nnc(SCC(=O)NC2CCCC2)n1C,-26,1,-2,0,1,2,20,.

# Just FN deposit inh and LGR2 antag (2 entries from above):
structure | FN deposit inh | LGR2 antag
O=NN(CC(=O)NNc1ccccc1)CC(=O)NNc1ccccc1 | -4 | 12
CCc1ccc(/C=C2/SC(=S)N(CCC(=O)Nc3cccc(C(=O)O)c3)C2=O)cc1 | . | -24

# (list continues)
SMILES,PAX8 reporter,EWS-Fli block,ERAP1 inh,PglD DTNB,S100A4 MyoIIA,FN deposit inh,LGR2 antag,PGC1a acetyl inh
CCCNC(=O)N1CC(=O)N2[C@H](CO)[C@H](c3ccc(-c4ccc(F)cc4)cc3)[C@H]2C1,.,-5,1,.,13,-3,22,-5
CCc1ccc(NC(=O)c2cc(-c3ccc4c(c3)OCO4)on2)cc1,-6,18,4,-4,-3,2,-5,.
CCN(CC)CCn1c2ccccc2c2nc3ccccc3nc21,-3,5,0,2,0,0,-70,-5
CNc1cc(NS(=O)(=O)c2ccc(N)cc2)nc(NC)n1,-9,-7,0,0,1,2,10,2
COc1ccc(-c2nc(S(=O)(=O)c3ccccc3)c(NCCCN3CCOCC3)o2)cc1,9,8,-1,5,-1,7,-3,6
CCN1CCN(C(=O)c2ccccc2Nc2ccc(SC(F)F)cc2)CC1,5,4,2,-4,2,-107,8,-9
